EBI2 block – antagonists of human EBI2 receptor | inhibition, % at 5 µM | EBI2 beta-arrestin recruitment, luminescence, 7a,25-OHC stimulated | AID 651636 | 360,000 compounds, 0.81% hits | P32249; in the data active means inhibition above about 38%;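 further: enzyme fragment complementation signal reports receptor beta-arrestin coupling in cells; 0% = agonist plus DMSO wells and 100% = wells without agonist; some results beyond the cut were filed as inactive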
Target sequence (P32249 whole entry, looked up, the tested form may be a part): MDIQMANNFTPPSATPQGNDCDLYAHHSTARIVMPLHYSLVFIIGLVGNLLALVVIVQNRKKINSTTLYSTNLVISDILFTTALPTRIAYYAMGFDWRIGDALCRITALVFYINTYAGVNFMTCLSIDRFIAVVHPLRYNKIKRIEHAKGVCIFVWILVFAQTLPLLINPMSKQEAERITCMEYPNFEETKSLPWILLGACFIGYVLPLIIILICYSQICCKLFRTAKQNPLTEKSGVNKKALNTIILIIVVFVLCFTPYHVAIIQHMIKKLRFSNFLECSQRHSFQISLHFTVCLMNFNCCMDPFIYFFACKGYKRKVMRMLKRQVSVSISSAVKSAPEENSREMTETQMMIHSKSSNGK
tim23-1 inh – inhibits growth of tim23-1 mutant yeast; 330,000 compounds, 1.3% hits; S. cerevisiae tim23-1 growth, BacTiter-Glo luminescence, 24 h; inhibition, % at 20 µM; AID 463212;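 active means growth inhibition of the mutant yeast at or above 50%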;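 further: temperature-sensitive mutant grown at 25 °C; plate controls were DMSO-treated mutant yeast for no effect and medium wells lacking yeast for full effect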
Mdm2-MdmX inh – human Mdm2/MdmX binding inhibition | SaOS-2 split-luciferase Mdm2/MdmX complementation, luminescence | inhibition, % at 8 µM | O15151+Q00987 | 330,000 compounds, 3% hits;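 active means inhibition of at least 50% at 8 µM in the primary screen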
CCR6 antag – blocks CCL20-driven beta-arrestin recruitment at human CCR6; inhibition, % at 20 µM; 340,000 compounds, 0.49% hits; CHO-K1 CCR6 PathHunter beta-arrestin, luminescence, CCL20-stimulated;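 active means compounds whose inhibition of the agonist-driven luminescence signal at 20 µM reaches about 50%, limit read from the data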;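 further: cells stimulated with CCL20 at 14 nM final; plate controls were DMSO with CCL20 for no effect and DMSO without agonist for full effect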
XBP1 UPR activ – adaptive UPR (XBP1) activation. CHO-XBP1 luciferase reporter, IRE1-XBP1 UPR activation, luminescence; percent of tunicamycin response, DMSO as zero. activation, % at 20 µM. 330,000 compounds, 0.33% hits;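 active means versus positive control, 20 µM dose yields 30% or more activation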;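 further: 100% = tunicamycin at 10 µg/mL and 0% = DMSO only wells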
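Material: CHO cell line with stable XBP1 luciferase reporter; buffer or medium: F12 medium containing 10% fetal bovine serum; compound: single point, 20 µM final compound, 1% DMSO; incubation: 6 h treatment, 37 °C; measured by: glow luminescence from Steady-Glo reagent; evaluation: activation, % of tunicamycin; control set: tunicamycin high, DMSO low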
APJ ag – agonists of human APJ apelin receptor. P35414. activation, % at 20 µM. CHO-K1 APJ PathHunter beta-arrestin, luminescence; 0% DMSO wells, 100% apelin. 330,000 compounds, 0.11% hits;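 active means activation more than six SD over the plate average, tested at 20 µM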;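 further: 0% = DMSO alone and 100% = apelin-13 at 10 nM; some results filed as inactive read as strong as hits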
Target sequence (P35414 whole entry, looked up): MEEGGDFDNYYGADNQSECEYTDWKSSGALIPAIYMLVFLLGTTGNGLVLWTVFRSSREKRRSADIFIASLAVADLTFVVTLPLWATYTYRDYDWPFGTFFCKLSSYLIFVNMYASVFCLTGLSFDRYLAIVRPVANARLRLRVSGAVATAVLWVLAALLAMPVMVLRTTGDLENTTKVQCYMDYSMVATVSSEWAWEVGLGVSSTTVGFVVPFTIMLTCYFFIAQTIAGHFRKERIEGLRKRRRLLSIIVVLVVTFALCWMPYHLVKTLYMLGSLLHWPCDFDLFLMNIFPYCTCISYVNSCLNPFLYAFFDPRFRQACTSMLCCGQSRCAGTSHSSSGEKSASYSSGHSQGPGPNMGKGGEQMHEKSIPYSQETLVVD
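Assay system: engineered CHO-K1 APJ arrestin reporter cells; Amount: 1000 CHO-K1 reporter cells seeded per well; Dosing: one dose, 20 µM compound, 1% DMSO; Times: compound stimulation 90 min at 25 °C, detection 60 min; Measured by: luminescent beta-gal fragment complementation, chemiluminescent substrate; Read-out: APJ–arrestin association signal; Controls: DMSO vs Apelin-13 10 nM.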
APJ antag – APJ receptor antagonism; 330,000 compounds, 0.32% hits; AID 2521; P35414; CHO-K1 APJ beta-arrestin complementation, luminescence; inhibition, % at 20 µM;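 active means inhibition above about 40% at 20 µM, limit read from the data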;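 further: cells challenged with 10 nM apelin-13 agonist together with compound; plate controls were apelin-13 plus DMSO wells for no effect and DMSO wells lacking apelin-13 for full effect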
CHOP UPR activ – apoptotic UPR (CHOP) activation; 330,000 compounds, 0.34% hits; activation, % at 10 µM; AID 449763; CHO-CHOP luciferase reporter, luminescence; percent of tunicamycin response over DMSO baseline;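 active means at 10 µM dose, activation of 40% or more, normalized to positive control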;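 further: 100% = tunicamycin at 10 µg/mL and 0% = DMSO alone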
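System: CHO CHOP reporter cells. Amount: 500 cells per well. Buffer or medium: F12 medium, 10% FBS. Compound dosing: one dose, 10 µM in 0.5% DMSO. Incubation: 6 h compound exposure at 37 °C after overnight seeding. Technique: Steady-Glo luciferase luminescence. Benchmarks: tunicamycin and DMSO controls.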
CXCR6 block – CXCR6 (human) receptor inhibition; CHO-K1 PathHunter CXCR6 beta-arrestin, luminescence; AID 602244; 360,000 compounds, 0.36% hits; inhibition, % at 20 µM; O00574; in the data active means inhibition above about 34%, passing the limit was not always enough;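 further: antagonist mode with CXCL16 agonist at 10 nM final; 0% = 10 nM CXCL16 with DMSO and 100% = unstimulated wells without agonist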
Target sequence (O00574 whole entry, looked up): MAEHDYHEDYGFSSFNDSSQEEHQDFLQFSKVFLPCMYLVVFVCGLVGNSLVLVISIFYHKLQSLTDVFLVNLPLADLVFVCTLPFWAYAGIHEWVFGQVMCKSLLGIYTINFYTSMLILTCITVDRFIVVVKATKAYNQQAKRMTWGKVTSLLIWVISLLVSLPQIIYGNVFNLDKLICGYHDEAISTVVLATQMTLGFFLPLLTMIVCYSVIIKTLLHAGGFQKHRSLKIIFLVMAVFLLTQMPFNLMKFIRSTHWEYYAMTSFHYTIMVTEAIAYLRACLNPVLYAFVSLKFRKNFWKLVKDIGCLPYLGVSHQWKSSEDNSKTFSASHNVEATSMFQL
Starred values were filed as active, the others as inactive; & = joins results of further samples. This is a subset. The share of hits here may be higher or lower than overall.

Compound	EBI2 block	tim23-1 inh	Mdm2-MdmX inh	CCR6 antag	XBP1 UPR activ	APJ ag	APJ antag	CHOP UPR activ	CXCR6 block
CCN(CC)/C(Sc1ccccc1)=C(\C(Cl)=C(Cl)Cl)[N+](=O)[O-]	-5.2	51.2*	-4.1	18.7	0.9	-3.1	4.5	-1.9	1.6
Cc1cc(C(=O)NNC(=O)c2sccc2C)c(C)o1	-3.2	-1.4	-0.4	10.9	-2.8	-4.4	3.4	2.2	10.9
OC1CCN(C(=S)Nc2ccc(Oc3ccccc3)cc2)CC1	-5.2	-5.7	-1.3	4.1	-0.3	-0.2	-1.1	2.0	-6.4
Cc1ccc(C)n1-c1ccc(C(=O)Nc2ccccc2F)cc1	1.8	20.0	-9.8	8.2	-0.6	0.2	-11.5	0.7	-1.5
Cc1cccc(-c2nsc(SCC(=O)c3ccc(Cl)cc3)n2)c1	7.3	20.9	-14.6	24.8	-1.1	-3.9	5.9	0.1	-3.3
CN(C)CCCOC(=O)COc1ccc(C(C)(C)C)cc1	0.0	-0.1	0.7	7.5	-0.5	-0.2	-8.9	3.7	-3.0
CCOC(=O)c1sc2nc(C)cc(C)c2c1N	-0.5	6.4	-32.7	5.1	7.1	0.9	-10.5	1.1	-1.8
CCCC(=O)Nc1ccc(NC(=O)c2ccccc2OC)cn1	-8.4	26.6	-31.9	4.8	-1.9	6.8	9.7	1.2	5.8
COc1ccc(S(=O)(=O)Nc2ccccc2N2CCOCC2)cc1[N+](=O)[O-]	10.2	14.5	-17.9	7.6	-0.7	-2.8	7.5	-1.8	6.5
Cn1c(NC(=O)c2ccccc2NC(=O)C(C)(C)C)nc2ccccc21	-2.0	22.9	24.6	25.4	0.0	-3.4	0.6	-1.3	28.7
CCSc1nnc(NC(=O)CSc2nnc(Cc3cccn3C)n2CCc2ccccc2)s1	-10.1	6.9	8.4	-1.3	-1.4	1.0	0.9	0.0	-1.6
Nc1nc2nc(-c3ccccc3)cc(=O)n2[nH]1	-8.5	-1.9	24.0	3.2	-0.9	-4.8	-2.5	0.9	-4.5
CCCCN(C(=O)CCSc1ccc(F)cc1)c1c(N)n(Cc2ccccc2)c(=O)[nH]c1=O	4.8	10.1	-12.4	4.5	-0.9	-7.7	-1.2	0.3	4.2
Cn1nc(NC(=O)C2CCC2C(=O)O)c2c(F)cccc21 (stereo unspecified)	-3.4	2.8	8.5	9.5	0.6	0.9	9.8	2.2	0.8
CCOC(=O)N1CCN(C(=O)CN2C(=O)c3ccccc3S2(=O)=O)CC1	-0.9	10.7	14.4	9.5	1.7	-0.7	-0.4	13.7	-4.2
COc1ccc(NC(=O)Nc2nnc(Cc3ccccc3)s2)cc1	3.1	3.4	3.7	-9.5	-1.2	-1.5	-0.7	-0.1	0.4
COc1ccccc1OCc1nnc(SCC(=O)Nc2ccc(C)cc2)n1C	0.7	5.6	-14.9	6.3	2.7	-1.1	-3.9	-2.5	3.8
Cn1c(CCN2CCN(c3ccccc3)CC2)nc2cc(NC(=O)c3ccco3)ccc21	-4.5	14.2	10.3	6.7	-1.5	0.0	14.7	1.7	2.3
O=C(CCNC(=O)Cn1ccc2ccccc2c1=O)NCCC1=CCCCC1	-13.4	16.7	7.4	2.1	-0.6	-0.6	-21.2	-0.1	6.4
CC1CC1C(=O)OCC(=O)Nc1cc(S(=O)(=O)N2CCCCC2)ccc1Cl (stereo unspecified)	-4.7	12.6	-10.2	3.8	1.2	-1.2	3.1	-0.1	0.0
Nc1cccnc1Sc1cccc(Cl)c1	-15.2	32.8	9.5	-5.8	-1.5	1.2	-26.9	-1.5	-2.0
CC1(NC(=S)NCCCCCCNC(=S)NC2(C)CCS(=O)(=O)C2)CCS(=O)(=O)C1 (stereo unspecified)	-5.8	-1.9	-12.0	9.0	-5.3	1.4	9.5	-1.1	-0.3
CC1=C2C(CCS2(=O)=O)CC2(C1)C(=O)OC(C)(C)OC2=O (stereo unspecified)	-6.4	-7.5	1.5	-4.3	-1.6	-2.1	5.1	1.5	2.9
COc1ccc(N2CCN(C(=O)c3cc(=O)c4cc(C)ccc4o3)CC2)cc1	92.1*	27.3	1.1	9.8	0.2	-4.7	14.5	0.9	3.3
O=c1[nH]c(=S)c2ncn(-c3ccccc3)c2[nH]1	-2.6	6.6	-25.8	1.9	1.2	2.1	8.6	1.4	0.4
Cc1cc(=O)[nH]c(NN=C2CCC(C(C)(C)C)CC2)n1 (stereo unspecified)	0.0	-6.5	5.4	-18.8	-3.4	-2.8	-3.8	0.8	-7.5
CC1(C)S/C(=N/N=C/c2cccs2)NC1=O	-11.2	24.3	6.6	-5.2	0.4	2.3	6.4	0.0	5.1
Cc1noc(C)c1NC(=O)Nc1cccc2c1O[C@H](CN(C)S(=O)(=O)c1ccc(F)cc1)[C@@H](C)CN([C@H](C)CO)C2=O	-5.4	15.4	-22.4	3.5	-0.8	-1.8	-1.3	0.0	3.6
COCCSc1nnc(NS(=O)(=O)c2ccc(C)cc2)s1	0.2	-2.1	21.3	4.0	-2.0	-3.7	-3.0	-0.6	2.9
CCOc1ccc(C(C)NC(=O)Nc2ccccc2C(=O)OC)cc1 (stereo unspecified)	-1.5	12.2	-12.0	-1.7	-2.4	-0.9	5.7	1.4	1.7
Cc1ccc(NC(=O)CN(C)CC(=O)Nc2c(C)cccc2C)c(Br)c1	-22.6	14.5	-15.6	1.1	-1.9	-2.5	10.3	1.2	3.4
Cc1ccc(C(=O)N2CCC3(CC2)Oc2ccc(Cl)cc2C(=O)C32CC(c3ccccc3)=NO2)s1 (stereo unspecified)	5.1	12.1	21.4	2.4	1.7	2.3	20.4	-0.4	3.8
Cc1cccc(NC(=O)c2ccccc2NC(=O)c2ccccc2)n1	5.5	32.4	0.6	9.0	-4.2	-5.1	-11.9	-0.4	-10.0
Cc1nc(C(=O)NC2CCOCC2)sc1C1(C)CC(c2ccccc2)=NO1 (stereo unspecified)	1.5	-18.4	15.6	0.2	-3.0	4.2	5.7	-0.4	1.3
COc1ccc(/C=N/NC(=O)c2ccc(NC(C)=O)cc2)cc1COc1ccc(F)cc1F	4.8	-14.8	41.3	3.5	-1.4	-2.6	3.6	-2.7	2.9
COc1cc(CCC(=O)OCC(=O)Nc2cccc(S(=O)(=O)N(C)C)c2)cc(OC)c1OC	-5.8	9.5	2.1	5.7	-2.1	0.5	-1.2	14.9	3.5
CCOc1ccc(CCNC(=O)CCCn2c(=O)c3cccn3c3cccnc32)cc1OCC	-1.5	6.5	-14.8	15.6	-1.3	0.6	21.2	0.7	4.5
Cc1ccc(-c2nn(CC(=O)NCCN3CCOCC3)c(=O)c3ccccc23)cc1	-2.1	-4.1	8.3	16.2	-3.7	-7.2	11.7	-0.9	-7.1
CC(C)CC(c1nnnn1Cc1ccccc1)N1CCN(C(=O)c2ccco2)CC1 (stereo unspecified)	-2.8	8.8	6.4	0.2	-2.3	-6.3	-6.3	-2.8	1.5
Cc1csc(SCC(=O)Nc2sccc2C#N)n1	1.3	14.3	-133.6	-0.4	-1.1	-2.7	-8.3	3.3	-12.8
CC(=O)Nc1ccc(NC(=O)C(C)Sc2nnc(-c3ccc4c(c3)OCO4)o2)cc1 (stereo unspecified)	-2.5	9.8	1.4	6.8	-0.2	-0.7	5.3	0.9	-5.7
COc1ccc(CCC(C)NCc2cccc(Br)c2)cc1 (stereo unspecified)	3.6	7.3	-23.8	2.4	-5.1	-4.6	9.9	-1.0	-2.6
O=c1cc(NCc2ccccc2)c2ccccc2o1	-2.8	9.2	-16.9	7.0	0.8	4.8	13.2	-0.4	-5.9
CC(C)OCCCNC(=O)C(NC(=O)c1ccc(Cl)cc1)C(C)C (stereo unspecified)	-0.4	16.2	-15.3	-13.1	-0.6	-3.0	-5.0	0.4	-6.1
O=C(Nc1ccccc1C(=O)N1CCOCC1)C1CCCO1 (stereo unspecified)	-0.6	4.3	18.9	4.1	-1.6	-3.5	2.8	-1.2	9.9

A different layout for part of the listing above.
The line under a structure holds: EBI2 block	tim23-1 inh	Mdm2-MdmX inh	CCR6 antag	XBP1 UPR activ	APJ ag	APJ antag	CHOP UPR activ	CXCR6 block
> O=c1cc(NCc2ccccc2)c2ccccc2o1
  -2.8	9.2	-16.9	7.0	0.8	4.8	13.2	-0.4	-5.9
> CC(=O)Nc1ccc(NC(=O)C(C)Sc2nnc(-c3ccc4c(c3)OCO4)o2)cc1 (stereo unspecified)
  -2.5	9.8	1.4	6.8	-0.2	-0.7	5.3	0.9	-5.7
> COc1ccc(CCC(C)NCc2cccc(Br)c2)cc1 (stereo unspecified)
  3.6	7.3	-23.8	2.4	-5.1	-4.6	9.9	-1.0	-2.6
> Cc1csc(SCC(=O)Nc2sccc2C#N)n1
  1.3	14.3	-133.6	-0.4	-1.1	-2.7	-8.3	3.3	-12.8

New compounds follow.
Compound	EBI2 block	tim23-1 inh	Mdm2-MdmX inh	CCR6 antag	XBP1 UPR activ	APJ ag	APJ antag	CHOP UPR activ	CXCR6 block
COc1ccc(OCc2cc(C(=O)NCC3CCCCO3)no2)c(Cl)c1 (stereo unspecified)	-10.2	3.5	-48.3	16.8	1.3	-1.2	4.1	11.2	-5.2
COC(=O)c1ccccc1NC(=O)C1CCCCC1C(=O)O (stereo unspecified)	1.4	2.7	19.2	-16.4	0.9	-6.5	-12.8	0.7	4.0
CCCc1nn2c(N)c(/C=C3\C=Nc4ccccc43)c(=O)nc2s1	-4.7&-5.3	18.0&12.3	9.7&-3.2	15.3&-20.2	-0.7&0.9	-5.9&-0.4	20.2&6.2	1.1&1.0	9.1&-4.4
Cc1nc(C)c(C(=O)NCc2ccccc2Cl)o1	-1.0	8.5	26.2	-6.7	-2.8	0.4	10.6	-0.6	-1.1
CC1CCN(c2ccc3c(c2)S(=O)(=O)c2cccc(C(=O)NC4CC4)c2C3=O)CC1	-3.8	11.7	10.2	26.4	-3.7	-1.6	8.5	0.7	37.1
O=C(NCC1CCCCC1)c1ccc(Br)o1	-11.9	13.0	12.3	4.8	0.0	-8.4	9.1	1.9	10.2
Cc1noc(C)c1CSCc1ccc(Cl)cc1	-3.8	11.5	-18.1	26.6	3.9	-4.8	-17.9	-1.3	2.0
CN(CCO)c1c2c(nc3cc(-c4cccc(F)c4)nn13)CCCC2	15.8	41.0	-74.9	-7.7	3.2	-1.9	4.7	2.8	-0.4
CN(C)c1cccc(C(=O)N2CCCC(C(=O)c3cc(F)ccc3F)C2)c1 (stereo unspecified)	2.4	15.2	3.6	0.9	1.1	-0.3	0.9	-0.9	3.1
